Siah-1 displacement: Siah-1 peptide-binding antagonists, primary screen, biochemical, fluorescence polarization, rhodamine-plectin, uHTS (AID 1817) | displacement, % at 20 µM, or IC50 in µM where a hit was titrated | Siah-1 / rhodamine-plectin peptide fluorescence polarization; higher % means a stronger effect | 0.02% of 290,000 active;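 active = displacement of at least 50% at 20 µM, with a fluorescence ratio check between 0.3 and a set limit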;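 also: plate controls were Siah plus tracer with DMSO for no effect and tracer alone without Siah for full effect; strong numbers were not always called active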
Myeloid diff 2: myeloid differentiation induction; 1% of 360,000 active; AID 624256; calls only at 10 µM; ER-HoxA9 myeloid progenitors, lysozyme-GFP differentiation, flow cytometry;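 active = normalized GFP-positive differentiation at or above the plate's own cutoff, the solvent-only control mean plus 3 SD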;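 also: cells exposed to compound for four days before flow analysis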
GPR55 antagonists: inhibition of LPI-stimulated GPR55 beta-arrestin translocation – imaging, U2OS, beta-arrestin-GFP, LPI agonist, primary screen (AID 2013); inhibition, % at 10 µM, or IC50 in µM where a hit was titrated; U2OS GPR55 beta-arrestin-GFP translocation imaging, LPI antagonism; higher % means a stronger effect; 0.13% of 290,000 active;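 active = spots per cell inhibited over 60%, with over 100 cells counted and total cytoplasm intensity under 500,000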;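 also: U2OS cells stably carrying GPR55 and arrestin-GFP stimulated by 5 µM LPI near EC80; imaged beta-arrestin-GFP aggregate spots per cell after agonist stimulation; plate controls were LPI-stimulated DMSO wells for no effect and DMSO wells without LPI for full effect; some results filed as inactive read as strong as hits; confirmed hits need IC50 under 10 µM and bright autofluorescent wells are also inconclusive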
PhoP inhibition: PhoP-dependent GFP reporter repression – Salmonella Typhimurium, primary screen (AID 1863); S. Typhimurium PhoP-regulated promoter GFP reporter, 4 h; higher % means a stronger effect; inhibition, % at 50 µM; hits with a dose series show IC50 in µM; 0.16% of 300,000 active;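 active = inhibition over 29.93%, a cutoff 3 SD above the screen mean, later confirmed by dose response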;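 also: 0% = low Mg2+ inducing control and 100% = high Mg2+ repressing control; strong numbers were not always called active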
MgcRacGAP inhibition: MgcRacGAP GTPase-activating activity inhibitors, confirmation, biochemical, ADP Hunter fluorescence. one-dose inhibition, % at 30 µM; IC50 in µM for titrated hits. MgcRacGAP-stimulated Rac1 GTP hydrolysis, ADP Hunter fluorescence; higher % means a stronger effect; GST-tagged Rac1 F28L mutant substrate. 0.6% of 340,000 active;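 active = first-screen hits whose inhibition reached a set limit at any dose in the follow-up dose series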;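 also: fluorescence reports GDP produced by GAP-driven GTP hydrolysis; strong numbers were not always called active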
NTR1 agonist: NTR1-driven beta-arrestin-GFP spot formation – imaging, U2OS cells, high content, primary screen (AID 493036); P30989; agonist mode; activation, % at 20 µM; 0.17% of 330,000 active;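 active = activation at or above 40% of the spot to cytoplasm intensity ratio, with at least 20 cells analyzed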;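 also: 0% = DMSO without peptide and 100% = 100 nM NTR1 peptide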
Target sequence (P30989 whole entry, looked up): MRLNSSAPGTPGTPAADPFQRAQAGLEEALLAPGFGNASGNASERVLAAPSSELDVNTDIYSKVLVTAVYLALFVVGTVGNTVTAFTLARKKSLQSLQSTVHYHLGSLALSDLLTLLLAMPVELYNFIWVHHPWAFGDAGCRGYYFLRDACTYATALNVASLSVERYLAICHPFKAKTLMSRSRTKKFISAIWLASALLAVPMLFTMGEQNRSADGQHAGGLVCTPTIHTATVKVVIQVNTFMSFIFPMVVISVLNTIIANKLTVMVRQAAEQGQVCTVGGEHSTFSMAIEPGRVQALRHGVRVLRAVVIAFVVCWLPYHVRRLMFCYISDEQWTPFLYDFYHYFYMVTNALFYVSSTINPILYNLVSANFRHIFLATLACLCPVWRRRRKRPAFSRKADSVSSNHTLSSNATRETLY
HIV fusion peptide: cell-free HIV fusion peptide-binding blockers – biochemical, uHTS, fluorescence dequenching, primary screen (AID 1986); inhibition, % at 20 µM; hits with a dose series show IC50 in µM; cell-free peptide binding, fluorescence dequenching, 30 min; higher % means a stronger effect; 0.3% of 290,000 active; in the data active = inhibition mostly above about 52%, no sharp cut-off; inactive = mostly below about 76%; also: some results filed as inactive read as strong as hits
GPR35 antagonists: inhibition of zaprinast-stimulated GPR35 beta-arrestin translocation – imaging, U2OS, beta-arrestin-GFP, zaprinast agonist, primary screen (AID 2058) | U2OS GPR35 beta-arrestin-GFP translocation imaging, zaprinast antagonism; higher % means a stronger effect | inhibition, % at 10 µM, or IC50 in µM where a hit was titrated | 0.052% of 290,000 active;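 active = inhibition of at least 50% with at least 30 cells and total cytoplasm GFP at most 10,000,000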
LYP inhibition: PTPN22 lymphoid phosphatase activity blockers – biochemical, fluorescence intensity, uHTS (AID 1779); recombinant LYP phosphatase, fluorescence intensity; higher % means a stronger effect; one-dose inhibition, % at 11.5 µM; IC50 in µM for titrated hits; 0.054% of 290,000 active; in the data active = inhibition above about 50%;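 also: plate controls were vehicle with enzyme for no effect and no enzyme for full effect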
NTR1 agonist cell count 20 µM: further read-out of NTR1 agonist, marked with its call; cell count; measured here: cell count, cytotoxicity flag
Myeloid diff 2 GFP+ MAC1+ %: further read-out of Myeloid diff 2, marked with its call; GFP+ MAC1+ double positive, %; measured here: differentiation confirmed by MAC1 staining
The depositor's hits bear a star; i = inactive; . = not tested or not shown; + = active, no number.

SMILES	Siah-1 displacement	Myeloid diff 2	Myeloid diff 2 GFP+ MAC1+ %	GPR55 antagonists	PhoP inhibition	MgcRacGAP inhibition	NTR1 agonist	NTR1 agonist cell count 20 µM	HIV fusion peptide	GPR35 antagonists	LYP inhibition
CS(=O)(=O)NNC(=O)C1Cc2c(ccc3ccccc23)O1 (configuration not stated)	1%	i	0.5	-2%	-3%	8%	-1.4	81	0.8%	-4%	-6%
Cc1nn(-c2ccccc2)c(C)c1NC(=O)CCl	0%	i	0.1	2%	1%	7%	0.9	43	-1.3%	8%	-3%
CCOC(=O)C1CCN(c2nc(-c3ccc(C)cc3)nc3ccccc23)CC1	5%	i	0.1	10%	10%	10%	7.7	63	3.2%	-11%	3%
O=C(COC(=O)c1cccc(S(=O)(=O)N2CCCCC2)c1)NC1CCCc2ccccc21 (configuration not stated)	6%	i	0.7	17%	-8%	1%	2.8	52	-0.3%	-6%	-1%
CCOC(=O)C1CCN(C(=O)Cn2nc(C)n3nc(-c4ccc(CC)cc4)cc3c2=O)CC1	2%	i	0.6	-14%	1%	9%	0.7	57	0.7%	-4%	0%
COC(=O)COc1ccc2c(c1)O/C(=C\c1ccco1)C2=O	-2%	i	0.4	1%	-4%	4%	1.4	102	14%	-3%	-2%
CCN(CC(=O)NC(C)C)C(=O)Cc1ccc(C)c(C)c1	8%	i	0.2	-6%	2%	3%	3.7	55	0.2%	-12%	-3%
Cc1ccc(C)c(NC(=O)CSc2n[nH]c(-c3ccccn3)n2)c1	2%	i	0.4	-9%	10%	1%	1.2	45	-1.1%	2%	-6%
COC(=O)COc1ccc(S(=O)(=O)N2CCN(c3ccccc3F)CC2)cc1C	5%	i	8.9	3%	-3%	7%	3.1	56	-1.5%	-2%	0%
Cc1onc(-c2ccccc2Cl)c1C(=O)NNC(=O)c1nn(C)cc1Cl	5%	i	0.2	28%	-1%	2%	-0.2	41	0.4%	5%	-8%
CCOC(=O)c1ccc(NC(=O)CCc2c(C)nc3ncnn3c2C)cc1	20%	i	2.3	-2%	16%	6%	-0.8	85	0.1%	11%	-6%
CCN1CCN(c2cc(C)c3cc(NC(=O)CCC(=O)Nc4ccc(OC)c(OC)c4)ccc3n2)CC1	2%	i	1.0	13%	-4%	6%	1.1	81	0.6%	1%	-13%
CCOC(CNC(=O)c1ccc2nc(N3CCC(C)CC3)sc2c1)OCC	2%	i	0.9	5%	7%	3%	-0.3	92	3.4%	-13%	2%
COc1ccc(NS(=O)(=O)c2cccc(C(=O)NCC(c3ccccc3)N(C)C)c2)cc1 (configuration not stated)	.	i	1.0	.	6%	8%	-0.5	69	.	.	.
COC(=O)C1(C(C[N+](=O)[O-])c2ccco2)C(=O)NCC1c1ccccc1 (configuration not stated)	12%	i	0.4	10%	-10%	.	1.4	62	-0.4%	-1%	-4%
COC(=O)C(Cc1ccccc1)NC(=O)CNC(=O)c1ccccc1OC (configuration not stated)	2%	i	0.4	14%	8%	2%	0.5	57	-1.7%	6%	-7%
O=C(O)c1ccccc1NC(=S)NC(=O)c1cccc2ccccc12	-1%	i	0.1	12%	-1%	8%	1.0	38	1.0%	6%	1%
CN1CCc2c(sc(NC(=O)c3ccc(S(=O)(=O)N4CCCC4)cc3)c2C(N)=O)C1	4%	i	0.4	9%	-9%	6%	-2.6	7	5.7%	-16%	-4%
CCN(CC)c1ccc(NC(=O)Cn2cc3c(n2)CCC(C)C3)c(C)c1 (configuration not stated)	0%	i	2.9	2%	7%	18%	0.4	68	-3.6%	19%	1%
COc1ccc(OCc2cc(C(=O)O)c(C)o2)cc1	34%	.	.	5%	-6%	.	0.3	67	3.1%	7%	-5%
CCCOC(=O)c1ccc(NC(=O)CN(C)Cc2cccs2)cc1	-4%	i	1.2	-7%	11%	10%	1.5	49	-1.1%	8%	-1%
CCC(C)N1CC23C=CC(O2)C(C(=O)OC)C3C1=O (configuration not stated)	-4%	i	3.1	-5%	-4%	7%	-0.5	54	0.7%	4%	-1%
CC1CN(c2nc3ccccc3nc2C(C#N)C(=O)NC2CCCCC2)CC(C)O1 (configuration not stated)	-1%	.	.	3%	.	.	2.0	47	3.7%	2%	16%
CCN(CC)C(=O)/C=C/c1ccc(OC)c(S(=O)(=O)N2CCCCC2)c1	1%	i	0.2	6%	-5%	15%	0.7	76	0.2%	-8%	-7%
O=C(O)c1ccc(-n2nnnc2SCc2ccccc2Br)cc1	-1%	i	0.5	-3%	9%	11%	1.5	103	4.1%	3%	-7%
CCN(Cc1ccncc1)C(=S)NCc1ccccc1	2%	i	0.9	5%	0%	3%	0.8	51	1.5%	2%	-7%
N#Cc1ccc(-c2csc(NC(=O)c3cc(-c4cccs4)nc4ccccc34)n2)cc1	-3%	i	0.7	3%	-11%	-2%	2.5	50	-0.5%	10%	7%
CC(=O)NCC(=O)N(Cc1ccco1)C1(C(=O)NC2CCCCC2)CCCCC1	-1%	i	1.0	-7%	4%	-1%	3.7	81	0.2%	-7%	-8%
Nc1cc(N2CCCC2)ccc1[N+](=O)[O-]	14%	i	0.8	-1%	11%	4%	1.7	60	-2.1%	0%	0%
CCc1cccc(CC)c1NC(=O)c1cccc(NC(=O)c2ccccc2)c1	-2%	+	2.6*	-3%	-3%	2%	0.2	77	0.2%	-8%	-2%
O=S(=O)(c1ccc2c(c1)OCCO2)N1CCC(c2nc3ccc(Cl)cc3[nH]2)CC1	2%	i	22	-8%	3%	2%	1.5	69	-2.7%	-1%	2%
CCC(=O)NC(=S)NNC(=O)COc1ccc(Br)cc1	-6%	i	0.1	1%	-3%	4%	-1.7	83	0.1%	18%	-6%
Cc1c(Cl)cccc1N1C(=O)CC(NNC(=O)c2cccs2)C1=O (configuration not stated)	1%	i	1.0	10%	6%	1%	1.9	53	5.9%	-4%	0%
Cc1cccc(C(=O)Nc2cccc3c2CCCC3)c1	2%	i	1.0	6%	3%	-2%	-0.8	55	0.3%	-6%	-5%
Cc1nc2cc3ccccc3cc2n1C	5%	i	0.6	12%	6%	2%	-1.8	47	-3.1%	-3%	-6%
N#Cc1ccc(C23CC4CC(CC(C4)C2)C3)[nH]c1=O	2%	i	0.9	3%	1%	1%	0.3	81	-4.2%	4%	-9%
Cc1ccc2nc(NC(=O)CSCC(=O)OCC(=O)c3ccccc3)sc2c1	1%	+	7.5*	0%	4%	7%	.	.	1.9%	13%	3%
N#Cc1cc(C(=O)c2ccccc2OCC(=O)Nc2ccccc2Cl)cn(C2CCCCC2)c1=O	5%	i	0.0	16%	-9%	2%	3.7	57	-0.9%	12%	-1%
O=C(CSc1nc(O)cc(=O)n1-c1ccccc1)N1CCCCC1	1%	i	3.3	17%	3%	8%	.	.	-0.7%	-15%	5%
CC(C)OC(=O)C1C(=O)CC(C)(O)C(C(=O)OC(C)C)C1c1cccc([N+](=O)[O-])c1 (configuration not stated)	-5%	i	0.5	21%	-6%	4%	5.2	38	-3.6%	-7%	-5%

Structural class, the compounds so far containing an NH in an aromatic ring (3)
SMILES	Siah-1 displacement	Myeloid diff 2	Myeloid diff 2 GFP+ MAC1+ %	GPR55 antagonists	PhoP inhibition	MgcRacGAP inhibition	NTR1 agonist	NTR1 agonist cell count 20 µM	HIV fusion peptide	GPR35 antagonists	LYP inhibition
Cc1ccc(C)c(NC(=O)CSc2n[nH]c(-c3ccccn3)n2)c1	2%	i	0.4	-9%	10%	1%	1.2	45	-1.1%	2%	-6%
O=S(=O)(c1ccc2c(c1)OCCO2)N1CCC(c2nc3ccc(Cl)cc3[nH]2)CC1	2%	i	22	-8%	3%	2%	1.5	69	-2.7%	-1%	2%
N#Cc1ccc(C23CC4CC(CC(C4)C2)C3)[nH]c1=O	2%	i	0.9	3%	1%	1%	0.3	81	-4.2%	4%	-9%

The list goes on.
SMILES	Siah-1 displacement	Myeloid diff 2	Myeloid diff 2 GFP+ MAC1+ %	GPR55 antagonists	PhoP inhibition	MgcRacGAP inhibition	NTR1 agonist	NTR1 agonist cell count 20 µM	HIV fusion peptide	GPR35 antagonists	LYP inhibition
C=CCOc1c2ccc(C(=O)NCc3ccc(OC)cc3)cc2nn1C	-6%	i	0.8	1%	11%	2%	0.0	100	-1.6%	10%	-7%
CSc1cccc(CN2CCN(CCc3ccccc3)C(CCO)C2)c1 (configuration not stated)	3%	i	0.0	13%	-6%	5%	-1.0	88	-1.2%	3%	-1%
CC1=N/C(=C\c2ccc([N+](=O)[O-])cc2)C(=O)N1c1ccc(Br)c(C)c1	1%	i	8.7	5%	0%	-1%	4.3	48	-2.1%	6%	0%
S=C(Nc1ccc2c(c1)OCO2)N1CCCC1	-3%	i	0.5	7%	0%	-1%	1.0	30	-3.4%	0%	-4%
S=C1N(c2ccccc2)C(c2ccc(Br)cc2)N2CCCN12 (configuration not stated)	-3%	i	1.0	9%	0%	-2%	0.4	38	-1.4%	0%	-6%
CNC(=S)N(CCCn1ccnc1)Cc1c(F)cccc1Cl	6%	i	0.2	22%	-3%	5%	-0.7	37	-1.0%	-6%	-7%
COC(=O)[C@@]1(Cc2ccc(F)cc2)[C@H]2c3cc(C(=O)N4CCCC4)n(CCc4c[nH]c5ccc(OC)cc45)c3C[C@H]2CN1C(=O)c1ccccc1	-1%	.	.	-6%	-7%	.	9.0	60	14%	-8%	5%
CCOc1ccc(S(=O)(=O)NCCCn2ccnc2)cc1NC(C)=O	-4%	i	0.4	3%	-3%	11%	2.0	65	0.1%	-9%	-10%
Cc1nc2nc(C)c(CCC(=O)Nc3ccc4c(c3)OCO4)c(C)n2n1	2%	i	4.3	-4%	-3%	1%	-1.1	85	1.5%	2%	-2%
COc1ccc(OC)c(C2C(C#N)=C(N)Oc3cc(N)ccc32)c1 (configuration not stated)	0%	i	2.5	4%	-6%	9%	-0.4	73	6.4%	13%	2%
Cc1noc(C)c1CSc1nnc(-c2cc(Cl)ccc2Cl)n1N	3%	i	0.3	13%	16%	9%	2.7	96	-3.4%	1%	-7%
FC(F)(F)c1cc(C(F)(F)F)n2nc(-c3sccc3-n3cccc3)cc2n1	-2%	+	4.6*	20%	2%	-3%	5.4	89	0.3%	7%	0%
COc1ccc2nc(SC)cc(C)c2c1	3%	i	0.4	-4%	-13%	2%	-1.2	44	-0.3%	-3%	-1%
Cc1occc(=O)c1OC(=O)Nc1ccc(Cl)c(Cl)c1	1%	i	1.6	-1%	8%	6%	.	.	3.0%	-12%	-6%
CC(C)COC(=O)Cn1cnc2ccc(Br)cc2c1=O	4%	i	0.5	5%	17%	12%	2.3	87	-0.3%	-1%	-11%

Screens from PubChem BioAssay.
